GAA inh – inhibitors of human lysosomal alpha-glucosidase. purified human GAA, 4-MU-alpha-glucoside fluorescence. Potency, µM (series often up to 76.9 µM), inactives show at the highest dose activity change, negative = inhibition, hits mostly inhibitors. 200,000 tested, 0.005% active;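 also: plate controls were uninhibited enzyme wells for no effect and no-enzyme background for full effect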
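AC50 values come from Hill fits of compound titrations (up to 77 uM) against 4 nM human enzyme. Substrate 4-methylumbelliferyl-alpha-D-pyranoside at 400 uM, pH 5.0 citrate buffer, 20 min room temperature; fluorescence Ex 365/Em 440 after alkaline stop.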
IMPase Li cell – IMPase inhibition in cells with lithium potentiation | CHO-M1 cells, IP1 TR-FRET (IP-One), carbachol + lithium | Potency, µM (top dose mostly 59.4 µM), without a hit: at the highest dose activity, negative = IMPase inhibition, usual class: inhibitors | 210,000 tested, 0.35% active | AID 1457;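 also: IP1 builds up when IMPase is blocked and the TR-FRET signal falls; plate controls were basal vehicle for no effect and high inhibitor control for full effect; nearly all actives have a fitted effect of over 50% in size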
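Test compounds were applied to CHO-M1 cells previously cultured for 16–30 h at 2000 per well. A small lithium amount accompanied them; after 30 min at 37C, IP1 was quantified by TR-FRET.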
HttQ103 aggreg – reduces HttQ103-GFP aggregates in PC12 cells | AID 1688 | 220,000 tested, 1.1% active | PC12 HttQ103-GFP aggregates, Acumen cytometry, 40 h | Potency, µM (series often up to 46.1 µM), for the others: at the highest dose activity change, negative = inhibition, hits mostly inhibitors; also: % is scaled to controls: 0 for no effect and ±100 for the full control effect; nearly all actives have a fitted effect of over 60% in size
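Huntingtin Q103 exon 1–GFP aggregates in induced PC12 cells (100 nM tebufenozide) were quantified by cytometry from lysates, with compounds dosed in titration.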
RGS12 GoLoco inh – inhibitors of human Gai1-RGS12 GoLoco interaction (red fluorophore); Gai1:RGS12 GoLoco peptide FP, rhodamine, 10 min; Potency, µM (doses to about 61.6 µM), for inactives: at the highest dose activity, negative = inhibition, hits mostly inhibitors; 230,000 tested, 0.44% active; active = well fitted inhibition curve with a large enough effect, not every such curve was filed as active; inactive = no such curve, though single readings can be large or run the other way; also: % is scaled to controls: 0 for no effect and ±100 for the full control effect; nearly all actives have a fitted effect of over 30% in size; many of its hits are not listed in these tables
Target sequence (P63096 whole entry, looked up): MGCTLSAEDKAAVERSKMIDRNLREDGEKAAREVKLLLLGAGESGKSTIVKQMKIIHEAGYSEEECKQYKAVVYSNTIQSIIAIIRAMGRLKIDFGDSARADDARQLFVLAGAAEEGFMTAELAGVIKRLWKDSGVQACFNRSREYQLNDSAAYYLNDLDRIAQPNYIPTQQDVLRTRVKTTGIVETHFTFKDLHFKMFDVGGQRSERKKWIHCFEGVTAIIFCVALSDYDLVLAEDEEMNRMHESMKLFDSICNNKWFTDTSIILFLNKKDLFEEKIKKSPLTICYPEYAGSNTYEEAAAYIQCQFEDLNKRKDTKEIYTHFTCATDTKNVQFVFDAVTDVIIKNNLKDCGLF
aGlu spleen mod – lysosomal alpha-glucosidase (human) modulation; P10253; human spleen homogenate, 4-MU-alpha-glucoside fluorescence; Potency, µM (titrated, usually from 79.9 µM), for inactives: at the top dose activity change, negative = inhibition, usual class: inhibitors; 240,000 tested, 0.006% active; AID 2112;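 also: 0% = enzyme with vehicle and -100% = no enzyme basal signal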
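Compounds were titrated against alpha-glucosidase in spleen homogenate at pH 5.0, with 1 mM 4-methylumbelliferyl substrate for 40 min at 37 C. Reactions were quenched with pH 10 NaOH/glycine and fluorescence measured.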
GAA glycogen – inhibitors or activators of human alpha-glucosidase glycogen cleavage; P10253; recombinant GAA, glycogen substrate, Amplex Red glucose oxidase fluorescence; Potency, µM (doses to about 76.4 µM), inactives show at the top dose activity change, negative = inhibition, most hits filed as inhibitors; 300,000 tested, 0.38% active; AID 2100;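 also: 0% = full enzyme reaction and -100% = no-enzyme basal signal; the screen sought inhibitors and activators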
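Recombinant human alpha-glucosidase (4 nM final) hydrolysed bovine liver glycogen (30 ug) for 40 min at 37 C in pH 5.0 citrate/phosphate with 0.01% Tween-20. Released glucose detected by glucose oxidase/Amplex Red, Ex 573/Em 610 nm. Compounds up to 77 uM; AC50 from Hill fits.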
HTT ATP protect – cytoprotection in Huntington HTT-Q103 PC12 cell model. 230,000 tested, 0.14% active. AID 1471. PC12 HTT-Q103 induced, cytoprotection, ATP luminescence, 40 h. Potency, µM (highest dose often 56.4 µM), inactives show cytoprotection (ATP increase), most hits filed as activators;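 also: % of control where 0% means no effect; nearly all actives have a fitted effect of over 45% in size; toxic huntingtin expression switched on by the ecdysone agonist tebufenozide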
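Stable PC12 Q103-GFP cells in serum-supplemented, phenol red-free DMEM; induction by tebufenozide at 100 nM final; compound dose series; cell viability quantified luminescently from ATP.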
* marks the source's active call; other numbers are inactive results; ? = inconclusive; · = no result given; & = joins results of further samples; [ ] = remark or other dose. Unless noted, calls follow the shape of the dose curve; as a rule, active = well fitted curve in the direction sought with a large enough effect; inconclusive = small, poorly fitted or top-dose-only effect, or another doubt; inactive = no such curve, though single readings can be large; an effect the other way counts as inactive or inconclusive. Potency is read from the fitted curve at half-maximal effect. The list is partial. The share of hits here may be higher or lower than overall.

Start of the data: the first 4 records (preview)
Results follow in this order: GAA inh | IMPase Li cell | HttQ103 aggreg | RGS12 GoLoco inh | aGlu spleen mod | GAA glycogen | HTT ATP protect
- Cc1occc1C(=O)Nc1nnc(C2CCCCC2)s1
  0% | 0%[38.3 µM] | -20% | -1% | -9% | 6% | -24%
- Cc1ccc2nsnc2c1S(=O)(=O)N(Cc1ccco1)Cc1cc2ccc(C)c(C)c2[nH]c1=O
  3% | 4%[38.3 µM] | 10% | 0% | -6% | -3% | -13%
- CN1C(C(=O)NCCc2cccs2)CC2Cn3c(nc4cc(Cl)c(Cl)cc43)C21 (stereo not drawn)
  · | · | -9%[9.22 µM] | 4% | -15% | -3% | -10%[10 µM]
- C=CCn1c(CCCNC(=O)CCC)nc2ccccc21
  0% | 12% | 0% | 1% | 4% | 5% | 2%[10 µM]

All compounds of this part, repeating the preview:
Results follow in this order: GAA inh | IMPase Li cell | HttQ103 aggreg | RGS12 GoLoco inh | aGlu spleen mod | GAA glycogen | HTT ATP protect
- Cc1occc1C(=O)Nc1nnc(C2CCCCC2)s1
  0% | 0%[38.3 µM] | -20% | -1% | -9% | 6% | -24%
- Cc1ccc2nsnc2c1S(=O)(=O)N(Cc1ccco1)Cc1cc2ccc(C)c(C)c2[nH]c1=O
  3% | 4%[38.3 µM] | 10% | 0% | -6% | -3% | -13%
- CN1C(C(=O)NCCc2cccs2)CC2Cn3c(nc4cc(Cl)c(Cl)cc43)C21 (stereo not drawn)
  · | · | -9%[9.22 µM] | 4% | -15% | -3% | -10%[10 µM]
- C=CCn1c(CCCNC(=O)CCC)nc2ccccc21
  0% | 12% | 0% | 1% | 4% | 5% | 2%[10 µM]
- Cc1cccc(NC(=O)COC(=O)CNC(=O)C2CCCCC2)c1
  -6% | -2%[38.3 µM] | 11% | -16% | -3% | 6% | 0%[10 µM]
- O=C(N/N=C/c1ccc(-c2ccccc2[N+](=O)[O-])o1)c1cncc(Br)c1
  -7% | 15% | 12% | -2% | -6% | -4% | 14%[10 µM]
- O=C(NCCCN1CCCC1=O)c1cc(-c2ccc3c(c2)OCO3)nc2ccccc12
  9% | -3% | -2% | 6% | -4% | 5% | -2%[10 µM]
- O=C(CN1CCOc2ccccc21)NC1CCN(Cc2ccccc2)CC1
  -1%[15.4 µM] | 10%[38.3 µM] | 8% | 5% | 4% | -5% | 11%
- COc1ccc(NC(=O)Nc2ccc(N3CCCC3=O)cc2)cc1OC
  -2% | 2%[38.3 µM] | 18% | 7% | -15% | -1% | 0%
- OCCC1CN(Cc2cccn2-c2ncccn2)CCN1Cc1ccc(F)cc1 (stereo not drawn)
  · | · | 11%[9.22 µM] | 4% | 9% | 1% | 14%[10 µM]
- COc1cccc(NS(=O)(=O)c2ccc3[nH]cc(C(=O)N(C)Cc4ccco4)c(=O)c3c2)c1
  -3% | 26%[38.3 µM] | -4%[9.22 µM] | -5% | -7% | 8%[76.3 µM] | 5%
- O=C(O)CCC(=O)Nc1ccc(C(=O)OCC(=O)c2ccc(Cl)cc2Cl)cc1
  -7% | 7% | -11%[9.22 µM] | 20% | 8% | -5% | -14%[10 µM]
- Cc1ccc(C(=O)NCCc2nnc3ccc(SCC(=O)Nc4ccccc4C)nn23)cc1
  4% | 3% | 11% | 16% | -16% | -6% | -15%[10 µM]
- Cc1ccc(OC(=O)COc2ccccc2C)c(-n2nc3ccccc3n2)c1
  -11% | 6% | 4% | 3% | -11% | -11% | 30%[10 µM]
- CC1CCN(S(=O)(=O)N2CCC(C(=O)NCc3cccs3)CC2)CC1
  -3% | 1%[38.3 µM] | -3% | -2% | -1% | 7% | -2%[0.074 µM]
- Nc1nc(-c2ccccc2)cs1
  -3% | -21% | -1% | 7%&-11% | 1%&-4% | 9% | -20%&-5%
- CSc1nnc(-c2ccccc2SC)o1
  -1% | ? | -2% | 4% | 5% | 5% | 17%[10 µM]
- CN1CCN(C(=O)CCC(=O)O)CC1
  · | · | -24%[9.22 µM] | -1% | 2% | -1% | -5%[10 µM]
- Cc1cc(Cl)ccc1NC(=S)N(CCCN1CCOCC1)Cc1cccs1
  0% | 14% | 23% | -6% | -4% | -3% | 14%[10 µM]
- O=C(c1ccc2nc(-c3ccccc3)c(-c3ccccc3)nc2c1)N1CCCCC1
  · | · | 21%[9.22 µM] | -5% | -6% | -5% | 24%[10 µM]
- CCOC(=O)c1sc2nc(C(C)C)c3c(c2c1N)CCC3
  ? | -10% | -17% | -1% | -5% | -1% | 26%[10 µM]
- CCOC(=O)N1CCN(C(=O)Nc2ccc3nccnc3c2)CC1
  5% | 7% | 6% | 0% | 8% | 5% | 13%[1.9 µM]
- Cc1[nH]nc2c1C(c1ccc(N(C)C)cc1)C1=C(CC(C)(C)CC1=O)N2 (stereo not drawn)
  5% | 7% | 11% | 6% | 3% | -3% | 17%
- O=C(Cn1cnc([N+](=O)[O-])c1)Nc1cc(Oc2ccc(Cl)cc2Cl)cc([N+](=O)[O-])c1
  ? | 12% | ? | 7% | -4% | -8% | -14%[1.9 µM]
- O=C(CSc1ncnc2ccccc12)c1cccs1
  0% | 14% | ? | 6% | -1% | 5% | -47%[inhibitor]
- COc1ccc(C(=O)Nc2c(F)c(F)c(F)c(F)c2F)c(OC)c1
  6% | 31%[38.3 µM] | -8% | 7% | -1% | 4% | -36%
- O=C(O)c1ccc(N/N=C/c2cn(-c3ccccc3)nc2-c2cccs2)cc1
  11% | -3% | 12% | -7% | 3% | ? | -136%[inhibitor]
- Cc1c(NC(=O)c2ccc(=O)oc2)c(=O)n(-c2ccccc2)n1C
  -9% | 41%[activator][38.3 µM] | -7% | 78%[activator] | 11% | ? | 5%[10 µM]
- COc1ccccc1NC(=O)Cn1c(=O)n(CCc2c[nH]c3ccccc23)c(=O)c2cccnc21
  -10% | 9% | 18% | 3% | 6% | 1% | ·
- C=C(CO)C1Cc2c(ccc3c(=O)c4c(oc23)COc2cc(OC)c(OC)cc2-4)O1 (stereo not drawn)
  · | 18% | · | 3% | 14% | · | -21%[1.9 µM]
- Cc1ccc(S(=O)(=O)N2CCN(C(=O)COc3ccc(NC(=O)c4ccco4)cc3)CC2)cc1
  ? | 37%[activator][38.3 µM] | 7% | 17% | -15% | -3% | -15%
- COC(=O)c1sc2ccccc2c1-n1cccc1C(=O)C(=O)Nc1ccc(C)cc1
  -7% | -11%[38.3 µM] | 0% | 15% | -5% | -4% | -15%
- Cc1ccccc1OCC(=O)NNC(=O)Nc1ccccc1
  12% | 3% | -36%[9.22 µM] | 6% | 4% | -7% | 3%[10 µM]
- O=C(N/N=C/c1cn(-c2ccccc2)nc1-c1ccc(F)cc1)c1ccc2c(c1)OCO2
  9% | -2%[38.3 µM] | -9% | 15% | -3% | -2% | -23%
- CNC(=O)NC1CCCc2ccccc21 (stereo not drawn)
  -7% | -2%[38.3 µM] | 2% | -9% | 4% | 7% | -2%
- C=CCN1CN(CCc2ccccc2)CNC1=S
  ? | · | -3%[9.22 µM] | 9% | -5% | 2% | 28%[10 µM]
- CCOc1ccccc1NC(=O)NCc1ccc(F)cc1
  ? | 8% | -21% | 1% | -9% | 2% | ·
- O=C1CN(Cc2cc(=O)oc3cc4c(cc23)CCC4)CCN1
  -2% | -2% | 12% | 5% | 1% | -3% | 2%
- O=C(CCl)NC1(C(F)(F)F)C(=O)Nc2c1c(=O)[nH]c(=O)n2-c1ccccc1 (stereo not drawn)
  · | · | 3%[9.22 µM] | 1% | -8% | 5% | 5%[10 µM]
- COc1ccc(S(=O)(=O)Cc2ccc(C(=O)N3CCN(C4CCCCC4)CC3)o2)cc1
  ? | 16%[38.3 µM] | -9% | 5% | 0% | 7% | -9%
- Cc1nc2nc3c(cn2n1)C(=O)CCC3
  -6% | 19%[38.3 µM] | -6% | -5% | -7% | 10% | 3%
- C=CCNC(NC(=O)c1ccccc1)(C(=O)OCC)C(F)(F)F (stereo not drawn)
  1% | · | -13% | · | -4% | 12% | 5%
- CC(C)=C(NC(=O)c1ccccc1)C(=O)Nc1cccc(C(=O)O)c1
  -5% | 7% | -2%[9.22 µM] | 157% | 1% | -2% | 5%[10 µM]
- Cc1ccc(-c2nc(N)n(C(=O)c3cccs3)n2)cc1
  6% | 7% | -2% | -9% | 6% | -3% | -19%
- CCN1CCN(c2nc3c(C)cccn3c(=O)c2/C=C(\C#N)S(=O)(=O)c2ccc(C)cc2)CC1
  0% | 1%[38.3 µM] | 0% | 13% | -3% | 8% | -6%
- CC(C)N(C(=O)CN1C(=O)NC2(CCCCCC2)C1=O)C(C)C
  -1% | 33%[38.3 µM] | 7% | -25% | -3% | -10% | 4%
- O=C1CC(c2ccccc2)CC(O)=C1C=NCCCN1CCOCC1 (stereo not drawn)
  5% | 12% | -6% | -11% | -20% | 9% | 15%[10 µM]
- O=C(O)CSCC(=O)Nc1ccc(S(=O)(=O)N2CCCCC2)cc1
  -3% | -5%[38.3 µM] | -2% | -7% | 0% | -4% | -19%
- O=C(O)c1ccc2c3c(cccc13)C(=O)N(c1ccccc1)C2=O
  4% | 2% | 8% | 11% | -5% | 2% | 20%
- COc1ccc(-c2cc(C(=O)c3c(N)n(C)c(=O)n(C)c3=O)c3ccccc3n2)cc1OC
  -6% | -5% | 22% | 3% | -7% | 5% | -136%[inhibitor]
- c1ccc2c(Cn3ccnc3)c[nH]c2c1
  4% | 23%[38.3 µM] | 11% | 1% | -8% | 3% | 8%
- COc1ccc(NC(=O)c2ccc3c(c2)OCO3)cc1Cl
  -5% | 6%[38.3 µM] | 4% | -2% | -2% | 1% | -40%[inhibitor]
- O=C1CCCCC(=O)c2ccccc2N1
  -5% | -18%[38.3 µM] | 2% | 19% | -8% | 10% | -17%
- COc1ccc(CN2CCOCCOCCOCCOCC2)cc1
  · | · | 7%[9.22 µM] | 4% | 3% | 6% | -8%[10 µM]
- Cc1occc1C(=O)NNC(=S)NCc1ccc(Cl)cc1
  -3% | 22% | 15% | 2% | 1% | ? | -8%
- CCN1C(=O)/C(=C\c2cn(-c3ccccc3)nc2-c2cccnc2)SC1=S
  3% | 4% | 14% | 8% | 7% | 7% | -9%
- Cc1csc(NC(=O)CSc2nc3sc(C)c(C)c3c(=O)[nH]2)n1
  7% | 10%[38.3 µM] | -4% | 40%[activator] | -18% | -2% | -13%[10 µM]
- Cc1cc(C)nc(NC2=NCC(=O)N2c2cc(Cl)cc(Cl)c2)n1
  2% | -4%[38.3 µM] | 12% | 5% | -4% | 4% | -9%
- Cc1ccc(C(=O)Nc2cnc3ccccc3c2)cc1
  -2% | -9%[38.3 µM] | -5% | 16% | 0% | 12% | -81%[inhibitor]
- Oc1ccc(-c2cn3c(n2)SCC3)cc1O
  -6% | 27%[38.3 µM] | -31% | -18% | -3% | ? | -18%[10 µM]

Screening results: PubChem BioAssay, National Center for Advancing Translational Sciences (NCATS)
